HP1b binding inh – inhibitors of HP1-beta chromodomain binding to methylated histone tails; P83916; AlphaScreen HP1-beta / biotin-H3K9me3 peptide binding; Potency, µM (highest dose often 114 µM), without a hit: top-dose activity change, negative = inhibition, actives largely listed as inhibitors; actives 0.56% (n = 390,000); also: potency is read from the fitted curve at half-maximal effect; nearly all actives have a fitted effect of over 70% in size; inactives centre near 23
Target sequence (P83916 whole entry, looked up): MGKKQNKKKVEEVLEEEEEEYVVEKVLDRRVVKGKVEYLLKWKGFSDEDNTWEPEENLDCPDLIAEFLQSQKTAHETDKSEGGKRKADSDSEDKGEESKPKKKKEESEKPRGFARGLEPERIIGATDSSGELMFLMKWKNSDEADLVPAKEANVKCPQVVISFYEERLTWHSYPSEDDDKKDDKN
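Compound inhibition of the preformed complex between 50 nM HP1-beta and 50 nM biotinylated H3K9me3 peptide was read by AlphaScreen. Buffer was PBS pH 7.4 with 0.01% Tween-20. Incubations ran 30 min at room temperature, with 10 ug/mL donor/acceptor beads.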
TrxR1 inh – rat TrxR1 inhibition; O89049; Potency, µM (doses to about 114 µM), without a hit: at the highest dose activity change, negative = inhibition, actives largely listed as inhibitors; AID 588453; recombinant rTrxR1, NADPH fluorescence consumption, selenite substrate; actives 1% (n = 390,000); also: potency is read from the fitted curve at half-maximal effect; % is scaled to controls: 0 for no effect and ±100 for the full control effect; nearly all actives have a fitted effect of over 65% in size
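Rat TrxR1 (90 nM in the dispensed reagent) was pre-reduced with 400 uM NADPH for 5 min at room temperature, then incubated with compound for 15 min. After 400 uM selenite was added, NADPH fluorescence (Ex 340/Em 450 nm) was followed for 8 min.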
TrxR1 substrate – is turned over as a substrate by rat TrxR1; actives 0.01% (n = 390,000); purified TrxR1 substrate turnover, NADPH consumption readout; O89049; Potency, µM (series often up to 114 µM), without a hit: at the highest dose activity change, negative = substrate turnover; also: potency is read from the fitted curve at half-maximal effect; % is scaled to controls: 0 for no effect and ±100 for the full control effect; nearly all actives have a fitted effect of over 50% in size
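Rat TrxR1, dispensed at 90 nM, was prereduced with 400 uM NADPH (final) for 5 min at ~22 deg C, then incubated with compound 15 min before 400 uM selenite. A first-read NADPH fluorescence drop versus no-compound background flagged substrates.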
mIDH1 inhibitor – blocks human mutant IDH1 R132H enzyme | actives 0.093% (n = 390,000) | AID 602179 | IDH1-R132H enzyme, NADPH consumption, diaphorase/resazurin fluorescence | Potency, µM (titrated, usually from 76.6 µM), for the others: top-dose activity change, negative = inhibition, usual class: inhibitors | O75874; also: potency is read from the fitted curve at half-maximal effect; % is scaled to controls: 0 for no effect and ±100 for the full control effect; nearly all actives have a fitted effect of over 65% in size
Target sequence (O75874 whole entry R132H, stated change not applied): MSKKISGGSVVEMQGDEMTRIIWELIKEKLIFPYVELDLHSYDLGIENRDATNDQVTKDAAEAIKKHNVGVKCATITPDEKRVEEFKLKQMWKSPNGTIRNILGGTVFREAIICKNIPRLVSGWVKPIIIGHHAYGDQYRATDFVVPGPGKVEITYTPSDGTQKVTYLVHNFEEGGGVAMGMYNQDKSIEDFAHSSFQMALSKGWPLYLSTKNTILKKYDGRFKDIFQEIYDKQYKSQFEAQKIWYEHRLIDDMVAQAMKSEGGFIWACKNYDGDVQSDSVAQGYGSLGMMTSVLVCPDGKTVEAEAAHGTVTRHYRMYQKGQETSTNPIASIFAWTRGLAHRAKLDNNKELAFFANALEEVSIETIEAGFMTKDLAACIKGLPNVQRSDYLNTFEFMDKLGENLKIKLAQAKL
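IDH1-R132H (0.5 ug/mL dispensed) in pH 7.5 Tris buffer was preincubated 30 min with compound, then given a substrate mix of 0.016 mM NADPH and 2 mM alpha-KG for 80 min at room temperature; remaining NADPH was read by diaphorase/resazurin fluorescence.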
PI4K2A block – blocks human PI4K2A kinase activity; purified PI4K2A, ADP-Glo luminescence, 1 h; stronger effect = lower value; activity change, negative = inhibition, % at 76.9 µM; actives 0.13% (n = 420,000); in the data active = activity change below about -50%; inconclusive = mostly about -30% to -49%;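 also: -100% = wells without enzyme as full effect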
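Compounds are screened against recombinant PI4K2A using PI as substrate and ATP, the latter dispensed at 300 microM. Reactions run one hour at ambient temperature before ADP-Glo detection; full inhibition defined by wells lacking enzyme.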
PGK inhibitor – inhibitors of T. brucei phosphoglycerate kinase; P07378; PGK/GAPDH coupled, Kinase-Glo luminescence, 60 min; Potency, µM (series often up to 57.5 µM), inactives show at the top dose activity change, negative = inhibition, actives largely listed as inhibitors; actives 0.043% (n = 380,000); AID 602233; also: potency is read from the fitted curve at half-maximal effect; % is scaled to controls: 0 for no effect and ±100 for the full control effect; nearly all actives have a fitted effect of over 60% in size
Target sequence (P07378 whole entry, looked up): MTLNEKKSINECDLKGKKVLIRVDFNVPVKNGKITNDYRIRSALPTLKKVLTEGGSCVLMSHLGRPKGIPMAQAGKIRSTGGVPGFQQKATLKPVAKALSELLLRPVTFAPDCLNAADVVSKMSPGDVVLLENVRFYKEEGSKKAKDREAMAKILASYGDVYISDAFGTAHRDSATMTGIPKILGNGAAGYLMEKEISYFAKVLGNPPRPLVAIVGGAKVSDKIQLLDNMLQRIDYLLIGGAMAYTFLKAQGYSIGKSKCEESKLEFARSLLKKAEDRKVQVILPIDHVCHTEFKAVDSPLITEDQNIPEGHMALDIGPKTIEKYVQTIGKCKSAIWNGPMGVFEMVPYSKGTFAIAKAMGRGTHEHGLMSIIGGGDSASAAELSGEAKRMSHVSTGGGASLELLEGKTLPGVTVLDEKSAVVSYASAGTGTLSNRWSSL
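Recombinant glycosomal PGK reaction used 1,3-bisphosphoglycerate generated in-well by GAPDH (100nM final) in 100mM TEA pH 7.6, 5mM MgCl2, 0.01% Tween-20. After 60 minutes at room temperature, ATP was read by Kinase-Glo Plus luminescence end-point.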
USP1-UAF1 inh – blocks the human USP1/UAF1 deubiquitinase complex | actives 0.23% (n = 390,000) | recombinant USP1/UAF1, Ub-Rhodamine cleavage fluorescence | AID 743255 | Potency, µM (series often up to 57.1 µM), for the others: top-dose activity change, negative = inhibition, usual class: inhibitors | O94782; also: potency is read from the fitted curve at half-maximal effect; % is scaled to controls: 0 for no effect and ±100 for the full control effect; nearly all actives have a fitted effect of over 60% in size; inactives centre near -12
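Step one: compound is pinned into 1nM USP1/UAF1 in HEPES pH 7.8 buffer with TCEP. Step two: 15 min room-temperature incubation. Step three: Ub-Rho (150nM final) starts cleavage, tracked by fluorescence over six one-minute reads.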
GLS inhibitor – blocks human kidney-isoform glutaminase activity | O94925 | GLS enzymatic activity, qHTS titration | Potency, µM (doses to about 45.5 µM), for inactives: at the highest dose activity change, negative = inhibition, most hits filed as inhibitors | actives 0.21% (n = 410,000) | AID 624170; also: potency is read from the fitted curve at half-maximal effect; % is scaled to controls: 0 for no effect and ±100 for the full control effect
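hKGA; 45 mM KH2PO4 pH 8.2 + 0.02% Tween-20; cpd via pin tool; 1 mM Gln soln; GluOx/HRP/Amplex Red; RT 30 min; fluor. t0 & final.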
Pin1 inhibitor – inhibitors of human Pin1. Potency, µM (top dose mostly 115 µM), for the others: at the highest dose activity, negative = inhibition, most hits filed as inhibitors. Pin1 FP peptide displacement, HiFluor488, 10 min. actives 0.009% (n = 390,000). Q13526. AID 504891; active = well fitted inhibition curve with a large enough effect in the polarisation, with a control signal flat, not every such curve was filed as active; inconclusive = small, poorly fitted or top-dose-only effect, or effect the other way, or a change in a side signal; inactive = no such curve, though single readings can be large or run the other way; the % refers to the polarisation; also: potency is read from the fitted curve at half-maximal effect; % is scaled to controls: 0 for no effect and ±100 for the full control effect
Starred values were filed as active, the others as inactive; & = joins results of further samples; [ ] = dose if it differs, or a comment. Unless noted, calls follow the shape of the dose curve; as a rule, active = well fitted curve in the direction sought with a large enough effect; inconclusive = small, poorly fitted or top-dose-only effect, or another doubt; inactive = no such curve, though single readings can be large; an effect the other way counts as inactive or inconclusive. These rows are one share of the data; count on the stated rates, not on these rows.

COc1cc(-c2nnc(SCCOc3cc(C)cc(C)c3)o2)cc(OC)c1OC was read as HP1b binding inh 49.5%[activator], TrxR1 inh inconclusive, TrxR1 substrate -5.2%, mIDH1 inhibitor 7.2%, PI4K2A block -1.1, PGK inhibitor -0.7%, USP1-UAF1 inh -26.3%, GLS inhibitor -1.2% and Pin1 inhibitor inconclusive.
COc1ccc(N(C)S(=O)(=O)c2cccc(C(=O)Nc3nc4ccccc4[nH]3)c2)cc1 was read as HP1b binding inh 8.0%, TrxR1 inh 13.4%[57.1 µM], TrxR1 substrate 5.4%, mIDH1 inhibitor -3.9%, PI4K2A block 7.1, PGK inhibitor -5.0%, USP1-UAF1 inh -14.1%, GLS inhibitor 0.9% and Pin1 inhibitor 3.7%.
For COCCn1c(C)cc(C(=O)COC(=O)c2c(C)nn(Cc3ccccc3)c2C)c1C the results were HP1b binding inh inconclusive, TrxR1 inh -6.0%, TrxR1 substrate -3.4%, mIDH1 inhibitor 3.0%, PI4K2A block 5.3, PGK inhibitor -0.2%, USP1-UAF1 inh -18.6%, GLS inhibitor -7.4% and Pin1 inhibitor inconclusive.
CCC1=Nc2cc(C(=O)NCCN3CCCC3)ccc2Sc2ccc(C)cc21 was read as HP1b binding inh -1.0%, TrxR1 inh 17.4%, TrxR1 substrate -2.2%, mIDH1 inhibitor -0.6%, PI4K2A block -1.5, PGK inhibitor -9.0%, USP1-UAF1 inh -6.3%, GLS inhibitor 2.5% and Pin1 inhibitor 0.6%.
CCc1cccc(NC(c2ccccc2)c2nnc(-c3ccccc3F)o2)c1 (centres undefined) was read as HP1b binding inh 38.9%, TrxR1 inh 3.1%, TrxR1 substrate -6.7%, mIDH1 inhibitor -9.8%, PI4K2A block -0.6, PGK inhibitor inactive, USP1-UAF1 inh -15.0%, GLS inhibitor 4.2% and Pin1 inhibitor 13.5%.
`CN(CC(=O)Nc1ccc(F)cc1)CC(=O)N(C)C1(C#N)CCCCC1` gave HP1b binding inh 25.4%, TrxR1 inh -0.2%, TrxR1 substrate -3.1%, mIDH1 inhibitor -4.3%, PI4K2A block 1.9, PGK inhibitor 7.5%, USP1-UAF1 inh -5.8%, GLS inhibitor -1.5% and Pin1 inhibitor -5.7%.
Screening O=S(=O)(c1ccc(Cl)cc1)N1CCN(Cc2c[nH]c3ccccc23)CC1 returned HP1b binding inh 26.2%, TrxR1 inh -5.0%, TrxR1 substrate -2.6%, mIDH1 inhibitor 0.3%, PI4K2A block 2.7, PGK inhibitor inactive, USP1-UAF1 inh -15.3% and Pin1 inhibitor -2.0%.
`Cc1ccc(C)c(NC(=O)N2CCCCCC2)c1` gave HP1b binding inh inconclusive, TrxR1 inh 19.0%, TrxR1 substrate -2.4%, mIDH1 inhibitor 2.2%, PI4K2A block 2.1, PGK inhibitor -9.9%, USP1-UAF1 inh -6.1%, GLS inhibitor 16.1% and Pin1 inhibitor -7.5%.
Brc1ccccc1-c1nc2c3ccccc3ncn2n1 was read as HP1b binding inh 45.2%[activator], TrxR1 inh 16.5%, TrxR1 substrate 6.5%, mIDH1 inhibitor 7.0%, PI4K2A block -5.1, PGK inhibitor -6.4%, USP1-UAF1 inh -20.9%, GLS inhibitor 0.0% and Pin1 inhibitor -3.6%.
`COC(=O)CC1Oc2ccccc2-n2cc(-c3ccc(C)cc3)nc21` (centres undefined) gave HP1b binding inh 8.0%, TrxR1 inh 12.9%, TrxR1 substrate -0.2%, mIDH1 inhibitor 13.0%, PI4K2A block 3.7, PGK inhibitor -0.2%, USP1-UAF1 inh -9.0%, GLS inhibitor 4.5% and Pin1 inhibitor -4.6%.
`Cc1ccc(CNC(=O)CCc2c(C)nn(-c3ccc(N4CCOCC4)nn3)c2C)cc1` gave HP1b binding inh 34.9%&30.5%, TrxR1 inh 9.3%, TrxR1 substrate 4.3%, mIDH1 inhibitor 5.3%&20.2%, PI4K2A block -2.9&-2.1, PGK inhibitor -4.5%, USP1-UAF1 inh -22.4%&-21.3%, GLS inhibitor -2.8%&-0.2% and Pin1 inhibitor -3.8%&0.5%.
Screening O=C(CSc1nc2c(c(=O)n1-c1ccc(Br)cc1)SCC2)NCc1ccco1 returned HP1b binding inh 18.0%, TrxR1 inh inconclusive, TrxR1 substrate 4.6%[57.1 µM], mIDH1 inhibitor 7.1%, PI4K2A block -10.5, PGK inhibitor 3.6%, USP1-UAF1 inh -10.9%, GLS inhibitor 1.2% and Pin1 inhibitor -1.1%.
Cc1nnc2n(-c3ccccc3)c(=O)c3c4c(sc3n12)COC(C)(C)C4 was read as HP1b binding inh 28.4%, TrxR1 inh 8.3%[57.1 µM], TrxR1 substrate 10.7%[57.1 µM], mIDH1 inhibitor 5.0%, PI4K2A block 5.6, PGK inhibitor 2.5%, USP1-UAF1 inh -14.4%, GLS inhibitor 5.1% and Pin1 inhibitor -10.0%.
Screening Cc1ccn2c(Nc3ccccc3C)c(-c3ccc(N4CCOCC4)cc3)nc2c1 returned HP1b binding inh -7.7%, TrxR1 inh inconclusive, TrxR1 substrate 126.5%[activator], mIDH1 inhibitor 12.5%, PI4K2A block -2.3, PGK inhibitor inactive, USP1-UAF1 inh -23.3%, GLS inhibitor -6.7% and Pin1 inhibitor 22.2%.
Screening Cc1ccc(OCc2cc(C(=O)N(C)Cc3cc(C4CC4)n[nH]3)no2)cc1C returned HP1b binding inh 31.5%, TrxR1 inh 20.5%, TrxR1 substrate -3.4%, mIDH1 inhibitor -3.2%, PI4K2A block 1.7, PGK inhibitor -5.0%, USP1-UAF1 inh -20.8%, GLS inhibitor -9.3% and Pin1 inhibitor -1.6%.
For N#Cc1ccccc1S(=O)(=O)N1CCC(C(=O)Nc2cccc(C(=O)NC3CC3)c2)CC1 the results were HP1b binding inh 16.9%, TrxR1 inh 7.7%, TrxR1 substrate 0.9%, mIDH1 inhibitor 1.2%, PI4K2A block -7.4, PGK inhibitor -0.2%, USP1-UAF1 inh -2.4%, GLS inhibitor 6.2% and Pin1 inhibitor 9.4%.
Screening c1ccc(Cn2ccnc2C2OCCO2)cc1 returned mIDH1 inhibitor -5.8%, PI4K2A block -4.4, PGK inhibitor -5.2%, USP1-UAF1 inh -23.3% and GLS inhibitor 2.2%.
For COc1ccc(/C(C)=N/NC(=O)Cc2ccc(Cl)cc2)cc1 the results were HP1b binding inh 26.5%, TrxR1 inh 7.6%, TrxR1 substrate 4.6%[57.1 µM], mIDH1 inhibitor -2.8%, PI4K2A block 2.4, PGK inhibitor 0.4%, USP1-UAF1 inh -4.1%, GLS inhibitor -10.6% and Pin1 inhibitor 4.8%.
Cc1cc(N2CC(C)OC(C)C2)nc2ccccc12 (centres undefined) was read as HP1b binding inh 3.7%, TrxR1 inh -0.1%[57.1 µM], TrxR1 substrate 42.0%, mIDH1 inhibitor 2.1%, PI4K2A block 7.0, PGK inhibitor -8.5%, USP1-UAF1 inh 1.1%, GLS inhibitor 0.0% and Pin1 inhibitor -9.6%.
For CCOC(=O)c1c(C)[nH]c(C(=O)C(C)OC(=O)c2cccc(OCc3c(C)noc3C)c2)c1C (centres undefined) the results were HP1b binding inh -13.4%, TrxR1 inh 20.1%, TrxR1 substrate 7.2%[57.1 µM], mIDH1 inhibitor 5.4%, PI4K2A block 1.2, PGK inhibitor -9.3%, USP1-UAF1 inh -0.3%, GLS inhibitor 1.8% and Pin1 inhibitor 5.7%.
O=C(O)c1cccc(N2C(=O)c3ccc(C(=O)c4cccc([N+](=O)[O-])c4)cc3C2=O)c1 was read as HP1b binding inh 34.8%, TrxR1 inh 7.8%, TrxR1 substrate 9.5%, mIDH1 inhibitor 2.3%, PI4K2A block 3.2, PGK inhibitor -5.2%, USP1-UAF1 inh -20.4%, GLS inhibitor -8.9% and Pin1 inhibitor -16.9%.
Screening CC(C)(C)c1ccccc1OCC(=O)Nc1ccccc1C(=O)NCc1cccnc1 returned HP1b binding inh 18.9%, TrxR1 inh 3.8%, TrxR1 substrate 4.8%, mIDH1 inhibitor -14.9%, PI4K2A block -7.0, PGK inhibitor 0.5%, USP1-UAF1 inh -9.3%, GLS inhibitor -3.6% and Pin1 inhibitor -0.4%.
Cc1ccc(N2CC(NC(=O)C3CCCC3)CC2=O)cc1C (centres undefined) was read as HP1b binding inh 8.7%, TrxR1 inh 12.5%[57.1 µM], TrxR1 substrate 5.8%[57.1 µM], mIDH1 inhibitor 1.4%, PI4K2A block 1.8, PGK inhibitor -9.5%, USP1-UAF1 inh -26.3%, GLS inhibitor 0.1% and Pin1 inhibitor -9.9%.
Screening Clc1ccccc1Sc1cnc2ccccc2n1 returned HP1b binding inh 243.8%, TrxR1 inh 1.8%[57.1 µM], TrxR1 substrate 5.4%[57.1 µM], mIDH1 inhibitor 2.2%, PI4K2A block 0.8, PGK inhibitor -8.6%, USP1-UAF1 inh -8.9%, GLS inhibitor -2.9% and Pin1 inhibitor -6.2%.
For CC(C)(C)C(CO)NC(=O)c1ccc[nH]1 (centres undefined) the results were HP1b binding inh 31.9%, TrxR1 inh 21.0%, TrxR1 substrate 4.3%, mIDH1 inhibitor 2.7%, PI4K2A block 3.3, PGK inhibitor 1.3%, USP1-UAF1 inh -20.4%, GLS inhibitor -1.8% and Pin1 inhibitor inconclusive.

Screens (PubChem)
